High-throughput results deposited in PubChem by several laboratories.
NTR1 ag = agonists of NTR1, primary screen, imaging, U2OS cells, beta-arrestin-GFP, high content (AID 493036) | P30989 | activation, % at 20 µM | NTR1-U2OS beta-arrestin-GFP spot imaging, agonist mode | 330,000 tested, 0.17% active;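 active = activation at or above 40% of the spot to cytoplasm intensity ratio, with at least 20 cells analyzed; inconclusive = wells under 20 cells, flagged as cytotoxic or low count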;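 also: 0% = DMSO without peptide and 100% = 100 nM NTR1 peptide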
Target sequence (P30989 whole entry, looked up): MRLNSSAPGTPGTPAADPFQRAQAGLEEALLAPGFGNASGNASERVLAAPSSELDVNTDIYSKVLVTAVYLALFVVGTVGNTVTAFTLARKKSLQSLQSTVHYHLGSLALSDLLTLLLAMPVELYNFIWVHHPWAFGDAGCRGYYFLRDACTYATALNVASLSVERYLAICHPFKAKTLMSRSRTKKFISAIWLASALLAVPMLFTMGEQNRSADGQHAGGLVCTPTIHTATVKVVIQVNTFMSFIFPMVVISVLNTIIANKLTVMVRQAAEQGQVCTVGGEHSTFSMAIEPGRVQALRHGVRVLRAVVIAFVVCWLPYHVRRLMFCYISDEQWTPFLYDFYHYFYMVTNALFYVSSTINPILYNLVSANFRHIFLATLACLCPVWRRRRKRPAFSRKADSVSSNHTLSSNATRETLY
NOD1 NF-kB reporter = inhibition of NOD1-driven NF-kB reporter – cell-based, luminescence, uHTS, primary screen (AID 1578). NOD1-driven NF-kB luciferase reporter cells, luminescence; higher % means a stronger effect. 290,000 tested, 1% active. inhibition, % at 4 µM, or EC50 in µM where a hit was titrated; in the data active = inhibition mostly above about 36%, no sharp cut-off; inactive = mostly below about 34%;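 also: HEK-293T reporter cells stimulated with the NOD1 agonist gamma-tri-DAP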
KOR beta-arrestin-1 = KOR antagonists, beta-arrestin recruitment, cell-based, luminescence, uHTS (AID 1778); 290,000 tested, 0.091% active; inhibition, % at 10 µM; hits with a dose series show IC50 in µM; KOR beta-arrestin recruitment, luminescence, antagonist mode; higher % means a stronger effect; also: strong numbers were not always called active
T cell HTS = T cell immune modulators affecting CD8 T cell-vesicle binding | 2C CD8+ T cell-vesicle binding, flow cytometry; active compounds read low | calls only at 7 µM | 330,000 tested, 0.068% active | AID 2052;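 active = response, share of CD8 T cells binding vesicles, and their 90th percentile fluorescence all below set limits, cut at about 80% in these data, passing the limit was not always enough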
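Benchmarks: naked versus QL9-loaded vesicles / Assay system: purified 2C TCR transgenic mouse naive CD8+ T cells / Technique: high-throughput flow cytometry with anti-B7-1 and anti-CD8 staining / Timing: Cell–vesicle co-incubation 1.5 h at 37 °C, staining 20 min on ice / Read-out: percent CD8+ FL2 mean versus row control / Probe or stimulus: QL9-loaded Drosophila micro-vesicles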
KOR beta-arrestin-2 = KOR agonists, beta-arrestin recruitment, primary screen, cell-based, luminescence, uHTS (AID 1777) | activation, % at 10 µM; hits with a dose series show EC50 in µM | 280,000 tested, 0.02% active | KOR beta-arrestin recruitment, luminescence; higher % means a stronger effect; in the data active = activation above about 50%, passing the limit was not always enough; also: a part of the inactive calls stands beside numbers as strong as those of hits
GPR55 antagonists = inhibition of LPI-stimulated GPR55 beta-arrestin translocation – imaging, U2OS, beta-arrestin-GFP, LPI agonist, primary screen (AID 2013); U2OS GPR55 beta-arrestin-GFP translocation imaging, LPI antagonism; higher % means a stronger effect; inhibition, % at 10 µM; hits with a dose series show IC50 in µM; 290,000 tested, 0.13% active;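 active = spots per cell inhibited over 60%, with over 100 cells counted and total cytoplasm intensity under 500,000; inconclusive = wells with under 100 cells, flagged as likely toxic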;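 also: U2OS cells stably carrying GPR55 and arrestin-GFP stimulated by 5 µM LPI near EC80; imaged beta-arrestin-GFP aggregate spots per cell after agonist stimulation; plate controls were LPI-stimulated DMSO wells for no effect and DMSO wells without LPI for full effect; some results filed as inactive read as strong as hits; confirmed hits need IC50 under 10 µM and bright autofluorescent wells are also inconclusive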
NOD2 inhibition = inhibition of NOD2-driven NF-kB reporter – cell-based, luminescence, uHTS, HEK293 (AID 1566). 290,000 tested, 0.63% active. HEK293 NOD2/NF-kB luciferase reporter, luminescence; higher % means a stronger effect. inhibition, % at 4 µM; hits with a dose series show EC50 in µM; also: many of its hits are not listed in these tables
Myeloid diff 2 = compounds promoting myeloid differentiation; ER-HoxA9 myeloid progenitors, lysozyme-GFP differentiation, flow cytometry; 360,000 tested, 1% active; calls only at 10 µM;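 active = normalized GFP-positive differentiation at or above the plate's own cutoff, the solvent-only control mean plus 3 SD; inconclusive = no clear call, values can overlap the other calls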;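 also: cells exposed to compound for four days before flow analysis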
GPR55 activation = selective activators of receptor GPR55 – imaging, U2OS cells, beta-arrestin-GFP redistribution, primary screen (AID 1961); U2OS GPR55 beta-arrestin-GFP redistribution imaging; higher % means a stronger effect; activation, % at 10 µM, or EC50 in µM where a hit was titrated; 290,000 tested, 0.048% active;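 active = activation above 40% with more than 50 cells counted in the well; inconclusive = wells holding fewer than 50 cells, flagged as toxic or sparse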;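 also: U2OS osteosarcoma cells stably expressing GPR55 and beta-arrestin-GFP; plate controls were DMSO negative control for no effect and LPI positive control for full effect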
T cell HTS vesicle-bound % = second read-out of T cell HTS, no call of its own (marks repeat the call); double positive events, %; measured here: CD8+ vesicle-bound cell fraction;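 binding gate set so that unloaded-vesicle control wells show 10% double positive cells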
NTR1 ag cell count 20 µM = further read-out of NTR1 ag, marked with its call; cell count; measured here: cell count, cytotoxicity flag
Myeloid diff 2 GFP+ MAC1+ % = recorded beside Myeloid diff 2, whose call it bears; GFP+ MAC1+ double positive, %; measured here: differentiation confirmed by MAC1 staining
* hit, by the source's call; i = inactive; ? = inconclusive; / = not tested or not shown; + = active, no number; [ ] = another dose, or the depositor's remark. Rule as the data show it, unless noted: active = inhibition above about 50%; inactive = the rest. This is a subset; rates above refer to the full screens.

SMILES | NTR1 ag | NTR1 ag cell count 20 µM | NOD1 NF-kB reporter | KOR beta-arrestin-1 | T cell HTS | T cell HTS vesicle-bound % | KOR beta-arrestin-2 | GPR55 antagonists | NOD2 inhibition | Myeloid diff 2 | Myeloid diff 2 GFP+ MAC1+ % | GPR55 activation
CC(=O)Nc1ccc(/C(C)=N/NS(=O)(=O)c2ccc(C)cc2)cc1 | -1.0 | 45 | -1% | 14% | i | 61 | -1.5% | -4% | 7% | / | / | -0.1%
Cc1ccc(OCC(=O)Nc2ccc(S(=O)(=O)N3CCOCC3)cc2)c(C)c1 | -1.2 | 42 | -23% | -21% | / | / | -2.0% | -3% | 12% | i | 3.9 | 0.2%
CCn1c(SCC(=O)Nc2cccc(NC(=O)c3ccco3)c2)nnc1-c1cccs1 | 1.0 | 70 | -6% | -44% | i | 5 | -0.7% | -13% | -5% | i | 0.8 | 0.2%
CCc1noc(C)c1C(=O)Nc1ccccc1C(C)(C)C | -0.1 | 62 | 39% | 30% | i | 58 | 1.0% | 13% | 6% | i | 0.6 | -0.1%
O=C(N/C(=C\c1ccc([N+](=O)[O-])cc1)C(=O)N1CCCCC1)c1ccc(Br)o1 | 0.6 | 63 | 0% | 4% | i | 74 | 5.3% | 8% | 9% | i | 0.7 | 0.2%
O=C(CNC(=O)c1ccco1)NCC(=O)OCC(=O)c1ccc(Cl)c([N+](=O)[O-])c1 | -0.7 | 52 | -28% | -8% | i | 40 | -1.4% | 6% | -2% | i | 5.8 | 0.2%
Cc1onc(-c2ccccc2)c1C(=O)Nc1ccc(Cl)cn1 | 0.5 | 58 | -21% | 0% | i | 57 | -1.4% | 14% | 11% | i | 0.3 | 0.3%
Cc1noc(C)c1COC(=O)CCCNC(=O)c1ccc(Cl)cc1 | 1.1 | 40 | -23% | -10% | i | 8 | -1.6% | 3% | 11% | i | 0.6 | -0.3%
O=C(NCCO)C(O)C(O)C(=O)NCCO (configuration not stated) | 2.0 | 39 | -16% | -38%[20 µM] | i | 61 | / | -15% | -7% | i | 0.3 | -0.1%
Cc1ccc(NC(=O)c2cc(-c3ccc4c(c3)OCO4)on2)cc1 | 0.4 | 41 | -56% | -21% | i | 31 | 4.1% | 4% | 5% | i | 4.8 | 0.3%
CCOC(=O)C1CCN(C(=O)c2ccc(N(C)S(C)(=O)=O)cc2)CC1 | -0.6 | 50 | -1% | -13% | i | 28 | 8.6% | -15% | 15% | i | 2.3 | -0.1%
COc1ccc(-n2c(=S)[nH]c3cc(C(=O)NCc4ccccc4OC)ccc3c2=O)c(OC)c1 | 0.5 | 46 | -8% | -19% | i | 44 | 2.5% | -4% | 25% | i | 1.8 | 0.2%
CC(NC(=O)Nc1ccccc1Cl)c1ccc2c(c1)OCO2 (configuration not stated) | 0.8 | 47 | 22% | -23% | i | 15 | 4.2% | -2% | 3% | i | 1.0 | 0.3%
Cc1ccc2nc(-c3ccc(O)c(O)c3)cn2c1 | 0.7 | 57 | -19% | -11%[20 µM] | i | 30 | 5.0% | -18% | -52% | i | 0.6 | -0.2%
COC(=O)c1ccccc1NC(=O)CNC(=O)c1ccc(OC)cc1 | 1.2 | 48 | -33% | -46%[20 µM] | i | 28 | 1.2% | 7% | 29% | i | 0.2 | -0.1%
O=C(CSc1n[nH]c(-c2ccc(S(=O)(=O)N3CCCCC3)cc2)n1)Nc1nccs1 | 0.0 | 51 | 26% | -37% | i | 24 | 1.2% | -6% | 10% | i | 7.0 | -0.1%
O=C(COc1ccc([N+](=O)[O-])cc1)Nc1cc(C(=O)O)cc(C(=O)O)c1 | -1.1 | 46 | -31% | -24% | i | 38 | 6.0% | 15% | -4% | i | 0.0 | -0.2%
COc1ccc2ccccc2c1CN1CCN(Cc2ccccc2)CC1 | 0.5 | 52 | -34% | -23% | i | 64 | 2.5% | 48% | 6% | i | 1.2 | -0.1%
CC1=N/C(=C/c2cc(Br)cc(Br)c2O)C(=O)O1 | 0.1 | 60 | -34% | -15% | i | 39 | 3.3% | 4% | -2% | i | 0.3 | 1.2%
Cc1cc(C(=O)N[C@@H](c2ccccc2)[C@]2(C)C[C@H]2[C@@H](C)C(=O)Nc2ccc3ccccc3c2)no1 | -3.4 | 67 | 47% | -28% | i | 13 | 4.4% | 12% | -2% | i | 0.7 | -0.3%
O=C(Nc1nnc(C2CC2)s1)c1cc([N+](=O)[O-])ccc1N1CCCCC1 | 0.1 | 40 | -10% | 34% | i | 40 | -2.9% | 13% | 1% | i | 0.8 | -0.3%
O=C(NC(=S)Nc1ccc(N2CCOCC2)c(Cl)c1)c1sc2ccccc2c1Cl | 1.8 | 86 | -6% | 18% | i | 54 | 2.7% | -1% | 25% | i | 0.3 | -0.2%
O=C(CCNS(=O)(=O)c1ccc(Br)cc1)NCc1ccc(Cl)cc1 | 1.4 | 56 | -11% | -3% | i | 26 | -4.9% | 17% | 5% | i | 5.5 | -0.1%
O=C(Nc1nnc(Cc2ccc(Cl)cc2)s1)C1CCCO1 (configuration not stated) | 1.5 | 52 | -27% | -6%[20 µM] | i | 32 | / | 4% | -6% | i | 0.2 | 0.4%
COC(=O)c1cn(NC(=O)c2ccc(OC)c(OC)c2)c(=O)c2ccccc12 | -1.5 | 88 | 12% | -38% | i | 6 | 0.0% | 13% | -21% | + | 18* | 0.1%
COc1ccc(OC)c2sc(N3CCc4ccccc4C3)nc12 | 8.6 | 76 | -59% | -16% | i | 16 | -0.2% | -6% | -32% | i | 0.6 | -0.5%
CN=Cc1cc(-c2ccccc2)sc1O | -0.7 | 56 | -22% | 13% | i | 20 | -1.0% | 12% | -38% | i | 1.4 | -0.2%
COc1cc(OC)cc(C(=O)Nc2ccc(S(=O)(=O)Nc3cc(C)nc(C)n3)cc2)c1 | 3.9 | 78 | -5% | 2% | i | 52 | / | -4% | 3% | / | / | -0.1%
Cc1nc(NC(=O)/C=C/c2ccco2)sc1C | -1.5 | 50 | -69% | 2% | i | 39 | 6.1% | 9% | -69% | ? | / | 0.4%
Cn1c(SCC(=O)OC2CCCCC2)nnc1-c1ccc(S(=O)(=O)N2CCCC2)cc1 | 1.0 | 60 | 7% | 42% | i | 17 | -1.3% | 10% | -5% | i | 1.0 | -0.3%
COC(=O)c1ccccc1NC(=O)CCS(=O)(=O)c1cc2c(cc1C)NC(=O)CO2 | 1.4 | 94 | -20% | -23%[20 µM] | i | 21 | -2.7% | -5% | 6% | i | 1.6 | 0.0%
CN(C)C(/C=C/Nc1ccc([N+](=O)[O-])cc1)=C(C#N)C#N | 0.5 | 62 | -43% | -44% | i | 39 | 0.3% | 0% | -9% | i | 0.4 | -0.5%
CCCCN(c1ccccc1)c1ncnc2nc[nH]c12 | -1.3 | 44 | 37% | -85% | i | 37 | 2.2% | -3% | 11% | i | 1.7 | 0.5%
NNC(=O)CNC(=O)c1ccc(F)cc1 | 0.4 | 95 | -11% | 21% | i | 36 | -3.3% | 2% | 14% | i | 0.6 | 0.0%
CC(C)CNC(=S)N1CCC(Cc2ccccc2)CC1 | 0.3 | 55 | 6% | 9% | i | 70 | -0.7% | 8% | 3% | i | 0.8 | -0.1%
Cc1cc(-c2csc(NC(=O)c3ccc(C#N)cc3)n2)c(C)n1Cc1ccccc1 | -0.7 | 62 | 13% | -30% | i | 46 | -5.4% | 4% | 14% | i | 1.0 | 1.1%
COc1ccc(/C=C2\SC(N3CCCCC3)=NC2=O)cc1 | 0.8 | 83 | 1% | 19% | i | 54 | 4.7% | -1% | -54% | i | 0.6 | -0.3%
CCOCCn1c(SC)nc2c1c(=O)[nH]c(=O)n2C | 0.6 | 92 | -15% | 18% | i | 38 | 2.0% | -4% | 9% | i | 0.8 | -0.1%
CC1CC1C(=O)NCCc1ccc(Cl)cc1 (configuration not stated) | -0.3 | 85 | -9% | -17% | i | 39 | 0.8% | -8% | 5% | i | 1.2 | -0.2%
CCCOC(=O)c1cc(NC(=O)/C=C/c2ccccc2)ccc1O | 5.5 | 39 | -9% | 2% | i | 48 | 1.5% | -12% | -19% | i | 0.1 | 0.1%
CC(C)CN1CCN(C(=O)CCc2nnc(Cc3c[nH]c4ccccc34)o2)[C@@H](C)C1=O | -0.7 | 75 | -11% | 16% | i | 41 | -2.9% | -7% | 0% | i | 0.6 | 0.3%
CCOC(=O)c1cnc2c(-c3ccccc3)c(C)nn2c1N | 1.7 | 77 | -36% | -40% | i | 21 | -2.4% | -14% | -4% | i | 0.2 | -0.2%
COc1ccccc1C(=O)NCC(C)(C)CN=C1NS(=O)(=O)c2ccccc21 | -1.0 | 43 | -18% | -11% | i | 28 | -2.2% | 19% | 1% | i | 0.4 | 0.2%
COC(=O)c1cccc(C(=O)N2CCCC(Nc3ccc(C)c(C)c3)C2)c1 (configuration not stated) | -0.2 | 74 | -18% | -10% | i | 55 | -1.9% | 15% | -7% | i | 0.0 | -0.2%
COc1ccc(CCNC(=O)C(=O)NCc2ccccc2)cc1OC | -0.1 | 39 | 14% | -29% | i | 27 | -1.3% | -27% | -6% | i | 1.5 | 0.0%
COc1ccc(CN2CCC(Cc3ccccc3)CC2)cc1OC | 0.9 | 61 | -8% | 13% | i | 53 | -0.1% | 16% | -1% | i | 0.2 | -0.1%
CN1CCCN(C2C3CC4CC(C3)CC2C4)CC1 (configuration not stated) | -1.1 | 87 | 18% | 8% | i | 49 | -3.2% | 7% | 8% | i | 0.4 | 0.0%
Oc1ccc(Cl)cc1C=NCCc1ccccc1 | 2.9 | 72 | -34% | -9% | i | 3 | -1.2% | -1% | -13% | i | 1.9 | 0.9%
COc1ccc(C2=NS(=O)(=O)N(C)C(C(=O)NCc3ccccn3)=C2)cc1OC | -2.1 | 68 | -12% | 8%[20 µM] | i | 33 | -5.6% | 1% | 9% | i | 0.9 | 0.4%
COc1ccc(CNC(=O)CN(Cc2ccc(C)cc2)C(=O)c2csnn2)cc1 | -0.4 | 50 | -5% | -8% | i | 37 | -3.4% | -6% | 12% | i | 1.0 | -0.1%
